Polio RdRp inh – poliovirus RdRp elongation inhibitors, primary screen, biochemical, fluorescence polarization, total intensity; poliovirus polymerase elongation; stronger effect = lower value; % elongation, % (compound at 16.7 µg/mL); actives 0.66% (n = 150,000); AID 588519, 2011; in the data active = % elongation below about 90%; note: some results filed as inactive read as strong as hits
Target sequence (P03300 1749-2209 limits assumed): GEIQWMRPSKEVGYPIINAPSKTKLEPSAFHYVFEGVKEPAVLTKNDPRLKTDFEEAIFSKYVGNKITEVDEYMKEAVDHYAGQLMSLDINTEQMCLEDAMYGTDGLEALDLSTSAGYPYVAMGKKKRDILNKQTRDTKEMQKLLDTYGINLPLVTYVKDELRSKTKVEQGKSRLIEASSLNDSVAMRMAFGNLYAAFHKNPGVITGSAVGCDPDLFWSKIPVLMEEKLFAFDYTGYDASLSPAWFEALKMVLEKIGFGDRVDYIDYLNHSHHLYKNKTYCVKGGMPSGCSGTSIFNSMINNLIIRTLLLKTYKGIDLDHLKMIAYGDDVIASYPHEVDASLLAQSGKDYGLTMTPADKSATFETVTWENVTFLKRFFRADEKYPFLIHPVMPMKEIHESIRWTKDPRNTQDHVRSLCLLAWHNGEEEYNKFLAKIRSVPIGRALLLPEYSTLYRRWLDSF
Polio RdRp inh FP z-score – further read-out of Polio RdRp inh, marked with its call; z-score; measured here: FP z-score; hits read low
Starred values were filed as active, the others as inactive; & = joins results of further samples. This is a subset. The share of hits here may be higher or lower than overall.

cpd	smiles	Polio RdRp inh	Polio RdRp inh FP z-score
1	Oc1ccccc1C1=Nc2ncnn2C(c2ccc(Cl)cc2)C1 (configuration not stated)	107	0.3
2	Cc1cc(C)c(S(N)(=O)=O)cc1S(N)(=O)=O	102	0
3	CCn1nnc2cc(C(=O)Nc3ccc(OC)cc3)ccc21	111	0.9
4	CCOC(=O)c1c(NC2=CC(=O)CCC2)sc2c1CCCCC2	107	0.6
5	CN1CCN(Cc2c(Cl)cccc2Cl)CC1	100	-0.4
6	CC(=O)N1c2ccccc2CC1C(=O)NCc1cccc(Cl)c1 (configuration not stated)	110	1
7	Cc1cc(C(=O)CSc2nc(N)c(C#N)cc2C#N)c(C)n1CCC1=CCCCC1	113	1.2
8	CC(C)CNC(=O)COc1ccc(-c2nnco2)cc1	104	0.3
9	COCCNC(=O)c1ccc(CSc2nc3ccncc3n2Cc2ccccc2)cc1	109	0
10	CC1C(=O)c2ccccc2OC1O (configuration not stated)	103	0.3
11	CC(C(=O)Nc1ccccc1C(=O)NCc1ccco1)N(c1ccccc1)S(C)(=O)=O (configuration not stated)	99	-0.2
12	CC(C)(C)OC(=O)N1CCC(c2c(C(=O)Nc3ccc4c(c3)OCO4)cnn2-c2ccc(F)cc2F)CC1	108	0.3
13	CCOC(=O)Cc1csc(-c2ccc(Oc3ccc(C(F)(F)F)cn3)cc2)n1	105	0.2
14	CCOC(=O)c1c(NC(C)=O)sc2c1CCCCC2	109	0.8
15	CCC(C)C1Nc2ccc(C(=O)NCCc3ccc(OC)c(OC)c3)cc2NC1=O (configuration not stated)	102	0.1
16	Brc1ccc(NC2=NCCCCCC2)cc1	103	0.2
17	CCC(C(=O)N1CCN(c2ccccc2)CC1)n1nc(C)n2c(cc3sccc32)c1=O (configuration not stated)	109	0.9
18	CCOC(=O)c1nc2ccccc2nc1NCCOC	77	-1.9
19	COC(=O)c1ccccc1NC(=O)N1CCOc2ccccc21	100	-0.8
20	CCOC(=O)c1sc(C)c2c(=O)n(Cc3ccccc3)c(C)nc12	99	-0.3
21	Cc1cccc(NC(=O)CCn2cnc3ccccc3c2=O)c1	99	-1.9
22	O=C1Nc2ccccc2SC1C1C(=O)Nc2ccccc21 (configuration not stated)	109	0.5
23	CCNC(=S)N/N=C/c1ccc(O)cc1	100	0
24	COc1cc(C(=O)C(C#N)c2nc3ccccc3s2)cc(OC)c1OC (configuration not stated)	104	0.2
25	Cc1ccc(-c2nc3ccccc3nc2NN)cc1	102	-0.1
26	CC(C)c1ccc(NC(=S)NCCO)cc1	97	-0.6
27	CC(C)CNC(=O)C1=CC(c2cccs2)=NS(=O)(=O)N1C	105	0.8
28	CC1CCC(NC(=O)C2(C)Cc3ccccc3C(=O)N2Cc2ccc(F)cc2)CC1 (configuration not stated)	114	1.1
29	CCN(CC)S(=O)(=O)c1ccc(NC(=O)COc2ncnc3sc(C)c(C)c23)cc1	110	0.9
30	O=C(/C=C/c1ccc2c(c1)OCCO2)NC1CCCCC1	104	0.5
31	COc1cccc(C2=NS(=O)(=O)N(C)C(C(=O)NC(C)(C)CO)=C2)c1	105	1.7
32	CC1CCC2C(C1)c1sc(=O)[nH]c1SC2(C)C (configuration not stated)	104	0.2
33	Cc1c(C(=O)NCCC2=CCCCC2)sc2ncnc(N3CCCCC3C)c12 (configuration not stated)	103	0.8
34	CS(=O)(=O)c1ccc(S(C)(=O)=O)s1	108	0.4
35	CCCCC1(CC)C(=O)NC(=O)NC1=Nc1ccc(OC)cc1 (configuration not stated)	104	0.6
36	CCOCC(=O)N1CCN(c2cccc(C)c2C)CC1	107	0.5

Entries of single compounds, quoted from the list.
`CCOC(=O)c1nc2ccccc2nc1NCCOC` across the screens: Polio RdRp inh = 77; Polio RdRp inh FP z-score = -1.9
`CC(C)CNC(=O)COc1ccc(-c2nnco2)cc1` across the screens: Polio RdRp inh = 104; Polio RdRp inh FP z-score = 0.3

Next section
cpd	smiles	Polio RdRp inh	Polio RdRp inh FP z-score
37	COc1ccc(-c2noc(N3CCC(C(=O)O)CC3)n2)cc1OC	101	-0.2
38	CCOC(=O)C1CCCN(C(=O)c2cc(Nc3ccc(OC)cc3)nc3ccccc23)C1 (configuration not stated)	104	0.9
39	CCOc1c(Cl)cc(CNc2ccc3[nH]c(=O)[nH]c3c2)cc1OC	102	-1
40	N#Cc1cc2c(=O)n3ccccc3nc2n(Cc2cccnc2)c1=O	103	0.5
41	O=C(O)/C(=C\c1cccc(C(F)(F)F)c1)Sc1nnc(-c2ccco2)o1	101	-0.4
42	COc1ccc(S(=O)(=O)N(C(=O)Oc2ccccc2)c2ccc3oc(=O)sc3c2)cc1OC	98	-0.6
43	O=C1CN(C(=O)CSCc2c(F)cccc2Cl)c2ccccc2N1	105	0.8
44	COc1ccccc1Cn1c(=S)[nH]c2cc(C(=O)N3CCC4(CC3)OCCO4)ccc2c1=O	102	0.2
45	CCOc1ccc(/C=C/C(=O)Sc2ccc(Cl)cc2)cc1	109	0.4
46	CC(=O)Nc1ccc(N2C(=O)CSC2c2ccccc2)cc1 (configuration not stated)	101	-0.1
47	CC(C)n1c(O)c(N=NC(=S)NC2CCCCC2)c2ccccc21	104	0.3
48	O=C1CC(c2ccccc2)CC(O)=C1C=NCCN1CCOCC1 (configuration not stated)	100	-0.4

A section taken from the entries so far, as a working copy:
cpd	smiles	Polio RdRp inh	Polio RdRp inh FP z-score
32	CC1CCC2C(C1)c1sc(=O)[nH]c1SC2(C)C (configuration not stated)	104	0.2
33	Cc1c(C(=O)NCCC2=CCCCC2)sc2ncnc(N3CCCCC3C)c12 (configuration not stated)	103	0.8
34	CS(=O)(=O)c1ccc(S(C)(=O)=O)s1	108	0.4
35	CCCCC1(CC)C(=O)NC(=O)NC1=Nc1ccc(OC)cc1 (configuration not stated)	104	0.6
36	CCOCC(=O)N1CCN(c2cccc(C)c2C)CC1	107	0.5
37	COc1ccc(-c2noc(N3CCC(C(=O)O)CC3)n2)cc1OC	101	-0.2
38	CCOC(=O)C1CCCN(C(=O)c2cc(Nc3ccc(OC)cc3)nc3ccccc23)C1 (configuration not stated)	104	0.9
39	CCOc1c(Cl)cc(CNc2ccc3[nH]c(=O)[nH]c3c2)cc1OC	102	-1
40	N#Cc1cc2c(=O)n3ccccc3nc2n(Cc2cccnc2)c1=O	103	0.5
41	O=C(O)/C(=C\c1cccc(C(F)(F)F)c1)Sc1nnc(-c2ccco2)o1	101	-0.4
42	COc1ccc(S(=O)(=O)N(C(=O)Oc2ccccc2)c2ccc3oc(=O)sc3c2)cc1OC	98	-0.6
43	O=C1CN(C(=O)CSCc2c(F)cccc2Cl)c2ccccc2N1	105	0.8
44	COc1ccccc1Cn1c(=S)[nH]c2cc(C(=O)N3CCC4(CC3)OCCO4)ccc2c1=O	102	0.2
45	CCOc1ccc(/C=C/C(=O)Sc2ccc(Cl)cc2)cc1	109	0.4
46	CC(=O)Nc1ccc(N2C(=O)CSC2c2ccccc2)cc1 (configuration not stated)	101	-0.1
47	CC(C)n1c(O)c(N=NC(=S)NC2CCCCC2)c2ccccc21	104	0.3
48	O=C1CC(c2ccccc2)CC(O)=C1C=NCCN1CCOCC1 (configuration not stated)	100	-0.4

Following part.
cpd	smiles	Polio RdRp inh	Polio RdRp inh FP z-score
49	Cc1cccc(OCc2nc(CC(=O)Nc3ccc(C)cc3C)cs2)c1	108	0.3
50	Cc1ccc2cccc(NC(=O)C(F)(F)F)c2n1	98	-0.8
51	O=C(COC(=O)CCc1c[nH]c2ccccc12)Nc1ccccc1Cl	103	0.3
52	Cc1noc(C)c1CSc1nnc(-c2ccc(F)cc2)c2ccccc12	100	-0.6
53	CN(C)c1nc(N)nc(CSc2ccccn2)n1	99	-0.7
54	CCN(CC)CCNC(=O)Cn1ncc2c([nH]c3ccccc32)c1=O	110	0.8
55	Cn1c(-c2ccccc2)c[n+]2c1CCCCC2	101	-0.1
56	CN1CCN(C(=O)Cc2ccc(F)cc2)CC1	106	0.2
57	O=C(COC(=O)C1=NNC(=O)CC1)NCc1ccco1	100	-0.3
58	CC(=O)c1cccc(NC(=O)C2=CC(c3ccco3)=NS(=O)(=O)N2C)c1	112	0.3
59	CCOc1ccccc1NC(=O)N1CCOc2ccc(Cl)cc21	104	0
60	O=C(COc1ccc(Cl)cc1)NCCC12CC3CC(CC(C3)C1)C2	104	0.7
61	O=C1Nc2ccccc2Oc2cc(Oc3ccc(Cl)cc3)ccc21	99	-0.5
62	Cc1cc(C(N)=O)c(C)n1-c1ccc(-c2nc3ccccc3[nH]2)cc1	99	-0.7
63	Cc1ccc(Cl)cc1NC(=O)N1CCN(C)c2ncccc21	106	0.6
64	Cc1ccc(NC(=O)Cn2c(=O)n(CCCCCC(=O)NCc3ccc(F)cc3)c(=O)c3sccc32)c(C)c1	101	-1
65	Cc1cccc(NC(=O)Cn2cc(C(=O)c3ccccc3)c3ccccc32)c1C	100	-0.7
66	CCN1CCN(Cc2cccc(Br)c2)CC1	99	0.1
67	CN1CCN(C(CNC(=O)c2ccccc2)c2ccc3c(c2)OCO3)CC1 (configuration not stated)	109	0.3
68	CCCNS(=O)(=O)c1ccc(CN2C(=O)c3cccnc3C2=O)cc1	100	-1.1
69	CN(CC(=O)Nc1ccc(Cl)cc1)Cc1cc(=O)n2ccsc2n1	102	-0.1
70	CCOc1ccccc1NC(=O)C(=O)Nc1ccc2nc3n(c(=O)c2c1)CCCCC3	102	-0.8
71	N#Cc1ccc(NC2=NCCC2)cc1	105	0.4
72	Cc1ccc(-c2nc(CS(=O)CC(=O)NCCN3CCCCC3C)c(C)o2)cc1 (configuration not stated)	100	-0.5

73	CC1Cc2ccccc2N1CC(=O)Nc1ccc2c(c1)OCCCO2 (configuration not stated)
74	COc1ccccc1C(=O)Nc1cccc(C(=O)OCc2cc(=O)n3cc(C)sc3n2)c1
75	CCCCN(CC)C(=O)CSc1nc2n[nH]c(C)c2c(=N)n1-c1cccc(C)c1
76	CCOC(=O)Cn1c2c(c(-c3ccccc3OC)cc1=O)CCCC2
77	Cc1ccc(C)c(N2CCN(CCCNC(=O)C3COc4ccccc4C3)CC2)c1 (configuration not stated)
78	Cc1ccc2c(c1)CCCN2CC(=O)c1ccc2c(c1)OCCO2
79	COc1ccc(CNC(=O)C2CCN(S(=O)(=O)N3CCCCC3)CC2)cc1
80	Cc1cc(-n2c(C)cc(CNCC3(N4CCOCC4)CCCCC3)c2C)no1
81	FC(F)(F)c1cccc(NC(=S)NCCNc2nccc(C(F)(F)F)n2)c1
82	O=C1NC2(CCCC2)C(=O)N1CN1CCC(Cc2ccccc2)CC1
Screen / compound no.	73	74	75	76	77	78	79	80	81	82
Polio RdRp inh	104	105	100	100	102	105	105	102	104	105
Polio RdRp inh FP z-score	0.2	-0.4	-0.7	-0.8	-1	1	1.5	-0.2	-0.2	0.3

83	CCOc1ccc(-n2nnc(C(=O)NCc3cc(OC)ccc3OC)c2C)cc1
84	Cc1nn(CCC(=O)NCc2ccc(Cl)cc2)c(=O)c2nn(-c3ccccc3)c(C)c12
85	Nc1cc(=O)nc2ccccn12
86	CCOC(=O)O[C@]1(C(=O)COC(=O)CC)CC[C@H]2[C@@H]3CCC4=CC(=O)C=C[C@]4(C)[C@H]3[C@@H](O)C[C@@]21C
87	CCOC(=O)c1c(C)nsc1NC(=O)c1csc(C)c1C
88	O=C1CCN(c2nc(-c3ccccc3)nc3ccccc23)CC1
89	O=C1/C(=C/c2ccc3c(c2)OCO3)CS(=O)(=O)c2ccccc21
90	O=C1NC(=O)C2(CCSc3ccc(F)cc32)N1 (configuration not stated)
91	CC(NC(=O)C1CCN(S(=O)(=O)c2ccccc2)CC1)c1ccccc1 (configuration not stated)
92	Cc1sc2ncn(CC(=O)N3c4ccccc4CC3C)c(=O)c2c1C (configuration not stated)
Screen / compound no.	83	84	85	86	87	88	89	90	91	92
Polio RdRp inh	102	100	108	101	104	99	105	132	103&101	100
Polio RdRp inh FP z-score	0.3	-1.7	0.1	0.6	0.8	-0.7	0.4	3	-0.2&-0.3	0

93	Cc1nc2nc(NC(=O)C(C)Oc3ccccc3)nn2c(C)c1Cl (configuration not stated)
94	CCc1cccc(C)c1N(C(=O)Cn1c(CN2CCOCC2)nc2ccccc21)C(C)COC (configuration not stated)
95	O=C(CSc1nc2c(c(=O)[nH]1)CN(Cc1ccc(F)cc1)CC2)Nc1ccccc1Cl
96	CCOc1ccc(C2C(C(=O)Nc3ccc(OC)cc3)=C(C)Nc3nc(SCc4ccc(Cl)cc4)nn32)cc1 (configuration not stated)
97	O=C(O)c1cccc(NC(=O)C2CCCO2)c1 (configuration not stated)
98	O=C(NCCc1c[nH]c2ccccc12)c1cccc(S(=O)(=O)N2CCCC2)c1
99	Cc1ccc(CNCc2ccc(Br)cc2)cc1
100	CN1/C(=C\C(=O)COC(=O)C2=NNC(=O)CC2)C(C)(C)c2ccccc21
101	CN(C1CCCCC1)S(=O)(=O)N1CCCC(C(=O)N2CCC(C(N)=O)CC2)C1 (configuration not stated)
102	CCc1ccccc1NC(=O)Nc1c[nH]c(=O)[nH]c1=O
Screen / compound no.	93	94	95	96	97	98	99	100	101	102
Polio RdRp inh	102	101	-15*	113	102	100	100	107	101	107
Polio RdRp inh FP z-score	-0.1	-0.4	-8.9*	0.5	0.4	-0.3	-0.3	0.5	-0.3	-0.1

103	CCOC(=O)c1ccc(CNC(=O)c2ccc(S(=O)(=O)c3ccccc3)cc2)o1
104	Nc1ccc2c3c(cccc13)CC2
105	Cc1cccn2c(=O)c(/C=N/NC(=O)c3ccncc3)c(N3CCCC3)nc12
106	C=CCn1c(N)cc(=O)nc1SCC(=O)Nc1ccccn1
107	Cc1nn(-c2ccccc2)c2c1N(CCCC(=O)NCc1ccccc1)C(=O)CS2
108	COc1ccc(C(=O)N2CC(C)OC(C)C2)cc1 (configuration not stated)
109	CCC(CC)C(=O)N1CCc2cc(OC)c(OC)cc2C1COc1ccc(C(=O)OC)cc1 (configuration not stated)
110	O=S(=O)(c1ccc(Br)cc1)c1nnn2c1nc(NCc1ccc3c(c1)OCO3)c1sccc12
Screen / compound no.	103	104	105	106	107	108	109	110
Polio RdRp inh	102	111	103	101	105	104	104	107
Polio RdRp inh FP z-score	0	1	0.3	0.1	-0.2	0.1	-0.4	0.2

Bioassay records: PubChem, ICCB-Longwood Screening Facility, Harvard Medical School
